# Pf growth 96h – Primary qHTS for delayed death inhibitors of the malarial parasite plastid, 96 hour incubation | P. falciparum luciferase reporter growth, 96 h | Potency, µM (doses to about 28.7 µM), for the others: at the highest dose activity change, negative = inhibition, hits mostly inhibitors | 320,000 tested, 6.9% active | AID 504834, 2011
#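 P. falciparum expressing integrated firefly luciferase, in erythrocytes at 2% hematocrit, 0.05% parasitemia, incubated with compounds 96 h at 37 C, 5% CO2. Growth inhibition read as loss of luminescence; two-generation exposure targets delayed-death apicoplast inhibitors.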
# Tb PYK inh – qHTS of Trypanosoma Brucei Inhibitors | pyruvate kinase (Trypanosoma brucei), Q57TT1 | TbPYK enzyme, Kinase-Glo Plus ATP luminescence, 45 min | Potency, µM (highest dose often 76.8 µM), for inactives: top-dose activity, negative = inhibition, usual class: inhibitors | 410,000 tested, 0.12% active | AID 624173, 2012; note: nearly all actives have a fitted effect of over 50% in size
#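 Glycolytic pyruvate kinase of T. brucei was incubated with substrate, test compound and 130 uM ADP for 45 minutes at room temperature. Luminescent Kinase-Glo Plus signal was measured after 10 minutes.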
# Pf growth 48h – Primary qHTS for delayed death inhibitors of the malarial parasite plastid, 48 hour incubation. AID 504832, 2011. 310,000 tested, 5.9% active. Potency, µM (highest dose often 28.7 µM), for inactives: top-dose activity change, negative = inhibition, usual class: inhibitors. P. falciparum luciferase growth in erythrocytes, 48 h
#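 Firefly luciferase activity from engineered P. falciparum reports growth; inhibitors lower the luminescent signal. Cultures contained 2% hematocrit erythrocytes at 0.1% final parasitemia.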
# LmPK inh – qHTS Assay for Inhibitors of Leishmania Mexicana Pyruvate Kinase (LmPK); Q27686; purified LmPK, Kinase-Glo ATP luminescence, 1 h; Potency, µM (top dose mostly 57.5 µM), for the others: at the highest dose activity change, negative = inhibition, usual class: inhibitors; 290,000 tested, 0.37% active; AID 1721, 2009
# Target sequence (Q27686 whole entry, looked up): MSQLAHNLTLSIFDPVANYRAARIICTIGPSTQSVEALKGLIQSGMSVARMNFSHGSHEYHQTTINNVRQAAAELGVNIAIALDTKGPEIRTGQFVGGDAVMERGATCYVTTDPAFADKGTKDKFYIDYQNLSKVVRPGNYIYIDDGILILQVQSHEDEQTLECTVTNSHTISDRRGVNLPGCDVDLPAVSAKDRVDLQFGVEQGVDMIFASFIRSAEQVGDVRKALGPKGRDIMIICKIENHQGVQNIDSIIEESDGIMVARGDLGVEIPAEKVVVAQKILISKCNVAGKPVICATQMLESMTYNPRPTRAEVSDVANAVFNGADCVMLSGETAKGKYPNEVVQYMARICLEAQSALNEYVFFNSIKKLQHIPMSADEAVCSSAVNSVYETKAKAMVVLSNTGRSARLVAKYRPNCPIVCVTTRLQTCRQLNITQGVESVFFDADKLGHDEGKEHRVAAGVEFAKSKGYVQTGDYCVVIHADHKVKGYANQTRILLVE
#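 Purified LmPK (0.1 nM) converted ADP (0.1 mM) to ATP with PEP (0.5 mM) in imidazole buffer pH 7.2 with KCl and MgCl2, 1 h at room temperature. ATP was read by Kinase-Glo luminescence; data normalized to uninhibited and no-enzyme controls.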
# HCV inh – qHTS Assay for Inhibitors of Hepatitis C Virus (HCV); Huh7.5.1 HCVcc-Cre infection, luciferase reporter, 44 h; Potency, µM (top dose mostly 41.8 µM), for inactives: top-dose activity change, negative = inhibition, hits mostly inhibitors; 340,000 tested, 3.4% active; AID 651820, 2012
#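 Antiviral activity was scored by luciferase reporter output from cells infected with HCVcc-Cre (~0.5 moi) in presence of compound, 44 h infection period, cells seeded 1,000/well 4 h prior.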
# Sm TGR inh – qHTS Assay for the Inhibitors of Schistosoma Mansoni Peroxiredoxins; AID 485364, 2010; purified TGR, DTNB reduction, TNB absorbance 405 nm; 360,000 tested, 3% active; Potency, µM (titrated, usually from 114 µM), for the others: top-dose activity change, negative = inhibition, hits mostly inhibitors; Schistosoma mansoni thioredoxin glutathione reductase (TGR), Q962Y6; note: nearly all actives have a fitted effect of over 60% in size
#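 Kinetic colorimetric format: TGR-catalysed, NADPH-driven DTNB reduction monitored via TNB absorbance. Enzyme dispensed at 20 nM; compound exposure 15 min at room temperature before reaction start.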
# * marks the source's active call; other numbers are inactive results; ? = inconclusive; / = not tested or not shown; & = joins results of further samples; [ ] = dose if it differs, or a comment. Calls come from the whole dose curve; as a rule, active = well fitted curve in the direction sought with a large enough effect; inconclusive = small, poorly fitted or top-dose-only effect, or another doubt; inactive = no such curve, though single readings can be large; an effect the other way counts as inactive or inconclusive. % is set by controls: 0 for no effect and ±100 for the full control effect; potency is the fitted concentration of half-maximal effect.
(1) CCOC(=O)C1(Cc2cccc(Cl)c2)CCCN(C(=O)C(C)(C)C)C1 (centres undefined)
(2) Cc1ccc2nc(C(=O)N3CCCC(Nc4ccc(F)cc4)C3)cn2c1 (centres undefined)
(3) COc1ccc(CNC(=O)C(OC(=O)c2ccco2)c2ccccc2F)cc1 (centres undefined)
(4) CC(OC(=O)C1=NNC(=O)CC1)C(=O)Nc1ncc(Cl)cc1Cl (centres undefined)
(5) COc1ccc(C(=O)NCc2cnn(C)c2C)cc1OC1CCN(C(C)C)CC1
(6) COc1ccccc1-n1c(SCC(=O)NCc2ccc3c(c2)OCO3)nc2cc([N+](=O)[O-])ccc21
(7) Cc1ccc(C(=O)NNS(=O)(=O)c2ccccc2[N+](=O)[O-])cc1
(8) Oc1ccc(/C=N/n2c3ccccc3c3ccccc32)cc1
(9) Fc1cccc(F)c1/C=N/N1CCOCC1
(10) CCCCNC(=O)CSc1nc2cc3c(cc2c(=O)n1Cc1ccco1)OCO3

entry no.	1	2	3	4	5	6	7	8	9	10
Pf growth 96h	121%[activator]	68%[activator]	-10%	22%	?	?	-19%	-15%	-1%	-3%
Tb PYK inh	-1%	4%	1%	-6%	-3%	0%	2%	5%	6%	-4%
Pf growth 48h	-13%	42%[activator]	58%[activator]	-16%	15%	?	13%	/	16%	-11%
LmPK inh	-1%	-7%	1%	-4%	3%	-2%	1%	7%	-2%[11.5 µM]	3%
HCV inh	14%	17%	16%	24%	4%	25µM*	-2%	10µM*	13%	?
Sm TGR inh	16%	-8%	-1%	0%	0%	-2%	?	5%	4%	-15%

(11) Cc1ccc(C)c(OCCC(=O)OCC(=O)NC2CC2)c1
(12) CCCOc1cccc(-c2cc(C(=O)NN)c3ccccc3n2)c1
(13) CC1(C(=O)NC2CCCC2)CCC(=O)N1CCC1=CCCCC1 (centres undefined)
(14) CCCCCCNC(=O)CCNC(=O)c1cc(OC)c(OC)c(OC)c1
(15) CCOC(=O)/C=C/C(=O)OCc1csc(CC(=O)Nc2ccccc2C)n1
(16) CCOc1cc(NC(=O)c2ccccn2)c(OCC)cc1NC(=O)c1ccc(OC)cc1
(17) CC(N=c1ccccn1C(=O)Nc1cccc(C(F)(F)F)c1)c1ccco1 (centres undefined)
(18) N#CCSc1nc2c(c(=O)n1Cc1ccco1)C1(CCCC1)Cc1ccccc1-2
(19) COc1cc(OC)cc(C(=O)N[C@H](C(=O)OCC(=O)NC(=O)c2cccn2C)C(C)C)c1
(20) OC(CN1C2=NCCCN2c2ccccc21)c1ccc2c(c1)OCO2 (centres undefined)

entry no.	11	12	13	14	15	16	17	18	19	20
Pf growth 96h	8%	?	4%	?	?	20%	?	?	17%	39%[activator]
Tb PYK inh	-1%	-5%	-10%	-4%	-8%	-2%	2%	-13%	3%	2%
Pf growth 48h	-1%	?	-14%	-4%	0%	?	-29%	4%	-32%	?
LmPK inh	/	0%	-2%	-1%	-4%	1%	2%	0%	-6%	3%
HCV inh	36%[activator]	14%	-6%	-12%	4%	?	-6%	?	-18%	1%
Sm TGR inh	5%	-10%	11%	0%	-5%	-1%	0%	-7%	-1%	0%

# A portion of the results above:
(6) COc1ccccc1-n1c(SCC(=O)NCc2ccc3c(c2)OCO3)nc2cc([N+](=O)[O-])ccc21
(7) Cc1ccc(C(=O)NNS(=O)(=O)c2ccccc2[N+](=O)[O-])cc1
(8) Oc1ccc(/C=N/n2c3ccccc3c3ccccc32)cc1
(9) Fc1cccc(F)c1/C=N/N1CCOCC1
(10) CCCCNC(=O)CSc1nc2cc3c(cc2c(=O)n1Cc1ccco1)OCO3
(11) Cc1ccc(C)c(OCCC(=O)OCC(=O)NC2CC2)c1
(12) CCCOc1cccc(-c2cc(C(=O)NN)c3ccccc3n2)c1
(13) CC1(C(=O)NC2CCCC2)CCC(=O)N1CCC1=CCCCC1 (centres undefined)
(14) CCCCCCNC(=O)CCNC(=O)c1cc(OC)c(OC)c(OC)c1
(15) CCOC(=O)/C=C/C(=O)OCc1csc(CC(=O)Nc2ccccc2C)n1
(16) CCOc1cc(NC(=O)c2ccccn2)c(OCC)cc1NC(=O)c1ccc(OC)cc1
(17) CC(N=c1ccccn1C(=O)Nc1cccc(C(F)(F)F)c1)c1ccco1 (centres undefined)

entry no.	6	7	8	9	10	11	12	13	14	15	16	17
Pf growth 96h	?	-19%	-15%	-1%	-3%	8%	?	4%	?	?	20%	?
Tb PYK inh	0%	2%	5%	6%	-4%	-1%	-5%	-10%	-4%	-8%	-2%	2%
Pf growth 48h	?	13%	/	16%	-11%	-1%	?	-14%	-4%	0%	?	-29%
LmPK inh	-2%	1%	7%	-2%[11.5 µM]	3%	/	0%	-2%	-1%	-4%	1%	2%
HCV inh	25µM*	-2%	10µM*	13%	?	36%[activator]	14%	-6%	-12%	4%	?	-6%
Sm TGR inh	-2%	?	5%	4%	-15%	5%	-10%	11%	0%	-5%	-1%	0%

# (cont.)
(21) CNC(=S)N1CCN(c2ccccc2OC)CC1
(22) O=C1C(Br)=Cc2cccc3cccc1c23
(23) Cc1nc([N+](=O)[O-])cn1CC(O)c1ccccc1 (centres undefined)
(24) COc1ccc(-c2c(-c3cc(OC)cc(OC)c3)n(C)c3ccc(Br)cc23)cc1
(25) CSC1=NCCN1C(=O)c1cccs1
(26) COc1ccc(Cl)cc1NC(=O)CN(C)CC(=O)Nc1ccc(S(N)(=O)=O)cc1
(27) C=CCNC(=O)COc1ccc(Br)cc1Cl
(28) CCn1cc(/C=C(/C#N)S(=O)(=O)c2ccccc2)cn1
(29) O=C(CS(=O)(=O)c1cn(Cc2cccc(F)c2)c2ccccc12)N1CCOCC1
(30) Cc1c2cnn(CC(=O)NCCCN3CC(C)CC(C)C3)c(=O)c2c(C)n1Cc1ccccc1Cl (centres undefined)

entry no.	21	22	23	24	25	26	27	28	29	30
Pf growth 96h	121%[activator]	?	35%[activator]	35%[activator]	13µM*	5%	143%[activator]	/	-18%	6%
Tb PYK inh	2%	6%	1%	-4%	-1%	3%	-2%	2%	2%	2%
Pf growth 48h	-16%	-3%	8%	0%	/	6%	59%[activator]	18%	-41%	6.6µM*
LmPK inh	5%	-2%	3%	/	6%	-5%	-6%	-5%	0%	4%
HCV inh	5%	?	11%	-2%	2%	-26%	-5%	10%	11%	-19%
Sm TGR inh	13%	-14%	8%	2%	-22%	-4%	-5%	-11%	7%	-9%

(31) COc1cc(NC(=O)c2ccc(Br)o2)c(C(=O)O)cc1OC
(32) Cc1ccc(OCC(=O)Nc2cc(S(=O)(=O)N3CCOCC3)ccc2N2CCCC2)cc1
(33) CCOC(=O)c1ccc(NC(=S)NCCc2ccccc2)cc1
(34) Cc1ccc2c(CC(=O)N(CC3CCCO3)c3c(N)n(Cc4ccccc4)c(=O)[nH]c3=O)coc2c1 (centres undefined)
(35) O=S(=O)(Nc1nc2ccccc2nc1N1CCc2ccccc2C1)c1ccc(Br)cc1
(36) c1ccc(-c2nc(-c3cccnc3)n[nH]2)cc1
(37) CCOC(=O)c1cc(NC(=O)c2ccc(C)cc2)c(=O)oc1-c1ccccc1
(38) CCn1c(=O)cc(OCC(=O)N2CCCC2)c2ccccc21
(39) Cc1ccc(C)c(C2NC(=O)c3ccccc3N2)c1 (centres undefined)
(40) COCCNC(=S)Nc1ccc(N2CCOCC2)c(S(=O)(=O)Nc2ccccc2OC)c1

entry no.	31	32	33	34	35	36	37	38	39	40
Pf growth 96h	3%	?	13µM*	?	82%[activator]	89%[activator]	51%[activator]	?	25%	?
Tb PYK inh	0%	0%	1%	-2%	-6%	/	7%	0%	11%	-20%
Pf growth 48h	-17%	?	?	8%	196%[activator]	77%[activator]	31%[activator]	/	-13%	?
LmPK inh	1%	/	-2%	/	?	-12%	2%	8%	0%	/
HCV inh	4%	?	-8%	?	5%	-3%	-15%	9%	-6%	?
Sm TGR inh	-2%	-14%	1%	2%	-9%	2%	-24%	-8%	0%	-2%

(41) COc1ccc(-n2ncc3c(NCC(C)C)ncnc32)cc1
(42) COc1cc2c(cc1OC)-c1c(OC)c(OC)cc3c1C(C2)N(C)CC3 (centres undefined)
(43) CC(NC(=O)C1C2C=CC(C2)C1C(=O)O)c1ccccc1 (centres undefined)
(44) Cc1csc(NC(=O)c2cc3c(s2)CCCC3)n1
(45) Cc1nc(C(=O)NNC(=O)Nc2ccccc2)cs1
(46) CCc1ccccc1NC(=O)c1cc(S(=O)(=O)N2CCc3ccccc32)cn1C
(47) COc1cc2c(cc1OC)C(C(=O)N1CCN(c3ccccc3)CC1)C(c1cccs1)N(C)C2=O (centres undefined)
(48) COCCn1cnnc1SCC(=O)Nc1cc(OC)c([N+](=O)[O-])cc1C
(49) COc1ccc(NC(=O)CSc2ncc(-c3ccc(F)cc3)n2Cc2ccco2)cc1
(50) CCc1ccc(NC(=O)Cn2c(=O)n(CCCC(=O)NCc3ccco3)c(=O)c3ccccc32)cc1

entry no.	41	42	43	44	45	46	47	48	49	50
Pf growth 96h	25%	126%[activator]	/	0%	25%	35%[activator]	-16%	?	12µM*	1%
Tb PYK inh	-3%	-9%	1%	-1%	-8%	-3%	-7%	2%	1%	-10%
Pf growth 48h	108%[activator]	4.1µM*	14%	?	9%	6%	/	?	15µM*	2%
LmPK inh	0%	-3%	3%	?	1%	5%	6%	-4%	1%	-11%
HCV inh	14µM*	-32%	4%	?	11%	5%	-7%	17%	?	8%&5%
Sm TGR inh	-10%	?	0%	2%	-8%	4%	-15%	1%	3%	4%

(51) CCOC(=O)/C=C/C(=O)Nc1ccc(S(=O)(=O)N2CCc3ccccc32)cc1
(52) CCN(CC)CCNC(=O)c1ccccn1
(53) COCCC(=O)N1CCC(Oc2ccc(C(=O)N(C)C3CCCCC3)cc2)CC1
(54) COc1ccc(OC)c(CN2CCN(Cc3cc(OC)c(OC)c(OC)c3)CC2)c1
(55) COc1ccc(S(=O)(=O)N2CCOC2CNC(=O)C(=O)NCc2ccc(F)cc2)cc1 (centres undefined)
(56) CC1CCCCN1C(=O)c1ccc(N2CC3CC(C2)c2cccc(=O)n2C3)c([N+](=O)[O-])c1 (centres undefined)
(57) COc1ccc(C2CC(c3ccc4ccccc4c3)=NN2C(=O)CSc2ncccn2)cc1 (centres undefined)
(58) Cc1noc(NS(=O)(=O)c2ccc(NC(=O)CC(C)C)cc2)c1C

entry no.	51	52	53	54	55	56	57	58
Pf growth 96h	?	-25%	?	13µM*	-3%	-19%	10µM*	21%
Tb PYK inh	-2%	-11%	2%	-9%	11%	-3%	-8%	10%
Pf growth 48h	?	-17%	-6%	0%	?	-15%	?	26%
LmPK inh	9%	-2%	6%	8%	5%	-9%	1%	-1%
HCV inh	8%	5%	7%	10%	?	-8%	0%	2%
Sm TGR inh	-19%	1%	?	-22%	0%	-9%	-6%	-6%
